TRPC4 inh: blocks the mouse TRPC4 cation channel; B-score at 10 µM; Q9QUQ5; AID 2247; HEK293 TRPC4beta/mu-opioid, DAMGO-evoked Fluo4 calcium flux; hits give low values; actives 0.39% (n = 300,000);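 active = B-score over 3 SD under the library average, no early fluorescence shift, positive overall ratio signal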
Target sequence (Q9QUQ5 whole entry, looked up): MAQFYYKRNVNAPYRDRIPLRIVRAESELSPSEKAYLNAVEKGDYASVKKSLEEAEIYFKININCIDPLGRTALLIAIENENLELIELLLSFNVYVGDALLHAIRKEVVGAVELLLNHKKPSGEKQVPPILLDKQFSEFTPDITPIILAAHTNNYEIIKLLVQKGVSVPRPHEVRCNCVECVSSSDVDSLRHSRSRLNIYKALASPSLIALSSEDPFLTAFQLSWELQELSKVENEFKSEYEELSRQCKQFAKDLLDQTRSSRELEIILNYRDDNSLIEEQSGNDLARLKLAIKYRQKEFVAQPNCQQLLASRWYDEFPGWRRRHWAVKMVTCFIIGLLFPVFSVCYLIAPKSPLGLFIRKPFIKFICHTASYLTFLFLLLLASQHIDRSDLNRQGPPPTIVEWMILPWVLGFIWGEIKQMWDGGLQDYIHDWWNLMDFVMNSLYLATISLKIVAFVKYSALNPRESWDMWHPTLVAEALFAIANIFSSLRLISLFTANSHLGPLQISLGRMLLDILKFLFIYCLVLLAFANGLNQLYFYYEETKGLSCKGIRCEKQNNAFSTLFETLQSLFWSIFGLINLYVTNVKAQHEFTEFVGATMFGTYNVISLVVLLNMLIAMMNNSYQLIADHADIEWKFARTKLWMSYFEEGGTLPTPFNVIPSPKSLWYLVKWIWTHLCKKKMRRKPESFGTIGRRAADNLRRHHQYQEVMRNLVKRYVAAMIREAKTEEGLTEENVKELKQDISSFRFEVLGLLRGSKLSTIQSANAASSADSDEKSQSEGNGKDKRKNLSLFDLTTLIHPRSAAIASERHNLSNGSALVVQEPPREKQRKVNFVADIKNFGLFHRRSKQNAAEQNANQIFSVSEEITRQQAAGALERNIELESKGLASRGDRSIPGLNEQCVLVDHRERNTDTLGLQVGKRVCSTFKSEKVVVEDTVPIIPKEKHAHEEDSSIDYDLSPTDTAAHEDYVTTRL
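Material: HEK293 cells with stable TRPC4beta plus mu-opioid receptor expression / Probe or stimulus: DAMGO in two steps, submaximal then maximal / Compound: single concentration per test compound / Technique: kinetic Fluo4 fluorescence imaging of calcium influx / Read-out: per-well B score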
MrgX1 antagonist: human MrgX1 receptor antagonism, primary screen. Q96LB2. MRGX1-HEK293 calcium flux, Fluo-4, BAM8-22 antagonism; hits give low values. B-score at 10 µM. actives 1.3% (n = 310,000). AID 588676;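 active = calcium-response B-score plate-corrected more than 3 library SD below zero, starting fluorescence within 5 deviations, no agonist response on first addition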;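 also: peak minus trough fluorescence over baseline after final BAM8-22 challenge near maximal dose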
MrgX1 ag: activates human MrgX1 receptor signaling | MrgX1-HEK293 cells, Fluo-4 calcium fluorescence, agonist mode; hits give high values | B-score at 10 µM | actives 0.44% (n = 310,000) | AID 588627;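 active = calcium response B-score plate-corrected fluorescence ratio at least 3 library SD, with starting fluorescence B-score inside 5 SD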
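System: HEK293 cells stably expressing human MrgX1 receptor; Dosing: test compound in the initial addition of three; Schedule: overnight plating, then 30 min 37 °C plus 30 min room-temperature dye loading; Detection: kinetic calcium dye fluorescence, Fluo-4 NW; Controls: per-plate positive and negative controls for Z′ factor.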
MrgX1 allo act: allosterically activates human MrgX1 receptor signaling; MrgX1-HEK293, Fluo-4 calcium flux, FDSS; hits give high values; actives 0.63% (n = 310,000); AID 588675; B-score at 10 µM;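 active = plate-corrected calcium response at least 3 library SD above typical, normal starting fluorescence, not activating the receptor alone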;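 also: compound read alongside a low EC10 to EC30 dose of BAM8-22 agonist; peak minus trough fluorescence over baseline measured at the second addition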
TRPC6 inh: mouse TRPC6 channel inhibition | Q61143 | HEK293-TRPC6, membrane potential dye, ACh-evoked depolarization; hits give low values | B-score at 10 µM | actives 1.1% (n = 310,000);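 active = B-score under library mean minus 3 SD, initial fluorescence not abnormally high, positive integrated signal ratio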;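 also: B-score derived from integrated fluorescence ratio over the kinetic read; more negative B-score means stronger inhibition of depolarization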
TRPC4 PAM: allosteric potentiators of mouse TRPC4 channel; Q9QUQ5; HEK293 TRPC4beta/mu-opioid, DAMGO EC20, Fluo-4 Ca2+ flux; hits give high values; B-score at 10 µM; actives 0.42% (n = 310,000); AID 2227;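 active = B-score of calcium response area above 5 SD of library B-scores, with initial fluorescence ratio within 5 SD of library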;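 also: B-score of integrated fluorescence ratio over time as area under calcium response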
AI-2 QS mod: modulators of Vibrio harveyi AI-2 quorum sensing system; Vibrio harveyi JMH597 AI-2 luminescence/OD600 ratio, 9 h; hits give low values; strain lacks LuxN and CqsS sensors; 0 = neutral-control median; activity change, % at 7.5 µM; actives 0.4% (n = 300,000); AID 2094; in the data active = activity change below about -75%, passing the limit was not always enough;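 also: luminescence divided by OD600 gain over 9 h not by final OD600 alone; inactives centre near 13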
TRPC6 activator: activators of mouse TRPC6 channel | Q61143 | HEK293-TRPC6 membrane potential dye fluorescence; hits give high values | B-score at 10 µM | actives 0.13% (n = 310,000) | AID 2550;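 active = B-score of the integrated fluorescence ratio above library mean plus 3 SD, and starting fluorescence ratio within library mean plus 5 SD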;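 also: higher score means more depolarization so channel activation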
HIF activator: HIF pathway transcriptional activation; U2OS HRE-luciferase reporter, luminescence; normalized: DMSO 0%, desferrioxamine 100%; activation, % at 7.5 µM (by protocol); actives 0.32% (n = 300,000); AID 1910;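 active = mean activation of at least 10% of the iron chelator positive control signal, with at least half of replicates also reaching 10%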
PolyA inh: blocks polyadenylation in yeast reporter cells. calls only at 12 µM. AID 1875. actives 0.02% (n = 300,000). S. cerevisiae SKY197-pL101 polyadenylation reporter, beta-gal luminescence; efflux-impaired pdr1/pdr3 knockout yeast; score 100 = 6 SD above DMSO;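 active = lowest replicate activity score at least 50, where 100 means six control SD above control mean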;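 also: yeast exposed to compound for 9 h at 30 °C; higher score means more reporter readthrough which indicates perturbed polyadenylation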
TRPC4 act: TRPC4 (mouse) channel activation; Q9QUQ5; actives 0.49% (n = 310,000); B-score at 10 µM; HEK293 TRPC4beta/mu-opioid, Fluo4 calcium fluorescence; hits give high values; AID 2237;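 active = B-score above 5 SD of library B-scores, and initial fluorescence ratio not above library mean plus 5 SD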;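 also: positive B-score marks a calcium rise read as TRPC4 activation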
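Assay system: HEK293 stable line with TRPC4beta plus mu-opioid receptor. Times: dye 45 min RT, read 110 s. Measured by: kinetic Fluo4 calcium fluorescence. Measure: B score of integrated ratio. Controls: assay buffer as low control, maximal DAMGO as high control.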
* = called active by the depositor; i = inactive; . = no result given. The list is partial; the hit share may differ from the screen's.

SMILES	TRPC4 inh	MrgX1 antagonist	MrgX1 ag	MrgX1 allo act	TRPC6 inh	TRPC4 PAM	AI-2 QS mod	TRPC6 activator	HIF activator	PolyA inh	TRPC4 act
Cc1cc(S(=O)(=O)NCC(C)C)ccc1OCC(=O)NCC1CCCO1 (configuration not stated)	i	i	i	i	i	i	21	i	-0.2	i	i
COc1ccc(NC(=O)C(=O)N/N=C(\C)CC(=O)Nc2ccccn2)c(OC)c1	i	i	i	i	i	i	25	i	-0.9	i	i
O=C(Cc1ccc(Cl)cc1)NCC(=O)N1CCN(Cc2ccccc2)CC1	i	i	i	i	i	i	18	i	-0.6	i	i
O=C(C1=C[C@H](c2ccccc2)C[C@H](OCCCCO)O1)N1CCOCC1	i	i	i	i	i	i	9	i	-0.2	i	i
CCOC(=O)Cn1cnc2scc(-c3ccc(C)c(C)c3)c2c1=O	i	i	i	i	i	i	34	i	-2.3	i	i
CC1CCCN(S(=O)(=O)c2ccc(Cl)s2)C1 (configuration not stated)	i	i	i	i	i	i	.	i	0.2	i	i
CCc1cc(=O)oc2cc(C)cc(O)c12	i	i	i	i	i	i	40	i	0.0	i	i
CN(C(=O)c1ccc(OC2CCN(S(=O)(=O)N(C)C)CC2)cc1)C1CCCCC1	i	i	i	i	i	i	8	i	-0.5	i	i
CCN(Cc1ccccc1)S(=O)(=O)c1ccc(S(=O)(=O)N2CCN(C)CC2)cc1	i	i	i	i	i	i	19	i	0.2	i	i
N#CC(c1nc2ccccc2nc1N1CCCC1)S(=O)(=O)c1ccccc1 (configuration not stated)	i	i	i	i	i	i	28	i	-0.4	i	i
CCOc1ccccc1NS(=O)(=O)c1c[nH]c(C(=O)OC)c1	i	i	i	i	i	i	6	i	-0.3	i	i
COc1cccc(CC2(CO)CCN(Cc3cccn3-c3cccnc3)CC2)c1	i	i	i	i	i	i	24	i	-0.5	i	i
COCCNc1ncnc2c1[nH]c1ccccc12	i	i	i	i	i	i	5	i	-0.7	i	i
CC(=O)N/C(=C\c1ccc2c(c1)OCO2)C(=O)NC(C(=O)O)c1ccccc1 (configuration not stated)	i	i	i	i	i	i	14	i	0.1	i	i
CCc1ccc(C(=O)N2CCCC2)s1	i	i	i	i	i	i	39	i	0.6	i	i
N#CC1=C(N)OC2=C(C(=O)CCC2)C1c1cccs1 (configuration not stated)	i	i	i	i	i	i	6	i	0.1	i	i
CC(C)(C)NC(=O)c1ccc2c(c1)CCO2	i	i	i	i	i	i	33	i	0.1	i	i
O=C(N/N=C/c1ccc(C(F)(F)F)cc1)c1ccc(O)cc1	i	i	i	i	i	i	17	i	4.1	i	i
CCOc1ccc(S(=O)(=O)N2CCC(c3ccccc3)CC2)cc1C(=O)O	i	i	i	i	i	i	11	i	-0.4	i	i
COc1ccc(-c2cc(C(F)(F)F)nc(SCCC(=O)NCc3ccccc3)n2)cc1	i	i	i	i	i	i	2	i	-0.3	i	i
CCn1c(CNC(=O)c2ccccc2F)nnc1SCc1nc2ccccc2c(=O)[nH]1	i	i	i	i	i	i	14	i	0.1	i	i
Cc1cc(C)c2c(c1)/C(=N/NC(=S)Nc1ccc(F)cc1)CCC2	i	i	i	i	i	i	3	i	-0.5	i	i
O=[N+]([O-])c1c(NCCCO)cc(N2CCCCCC2)c2nonc12	i	i	i	i	i	i	14	i	-1.2	i	i
Cc1nn(Cc2noc(C(=O)NCC3CCCO3)n2)c(C)c1Br (configuration not stated)	i	i	i	i	i	i	18	i	-0.2	i	i
CCCCC(=O)Nc1ccc(C(=O)Nc2ccc(S(=O)(=O)Nc3nccc(C)n3)cc2)cc1	i	i	i	i	i	i	37	i	-4.9	i	i

The last 3 entries of the section before are carried over, then new ones follow.
SMILES	TRPC4 inh	MrgX1 antagonist	MrgX1 ag	MrgX1 allo act	TRPC6 inh	TRPC4 PAM	AI-2 QS mod	TRPC6 activator	HIF activator	PolyA inh	TRPC4 act
O=[N+]([O-])c1c(NCCCO)cc(N2CCCCCC2)c2nonc12	i	i	i	i	i	i	14	i	-1.2	i	i
Cc1nn(Cc2noc(C(=O)NCC3CCCO3)n2)c(C)c1Br (configuration not stated)	i	i	i	i	i	i	18	i	-0.2	i	i
CCCCC(=O)Nc1ccc(C(=O)Nc2ccc(S(=O)(=O)Nc3nccc(C)n3)cc2)cc1	i	i	i	i	i	i	37	i	-4.9	i	i
OCCC1CN(Cc2cnc(N3CCOCC3)s2)CCN1C1CCCC1 (configuration not stated)	i	i	i	i	i	i	18	i	0.0	i	i
CCOC(=O)CN1NC2(CCCCC2)NC1=S	i	i	i	i	i	i	14	i	-30	i	i
O=C(c1cccc(C(F)(F)F)c1)C1CCCN(C(=O)CN2CCOC2=O)C1 (configuration not stated)	i	i	i	i	i	i	7	i	0.3	i	i
c1ccc(COC2CCCN(Cc3nc(-c4cnccn4)no3)C2)nc1 (configuration not stated)	i	i	i	i	i	i	12	i	-0.1	i	i
CCOC(=O)N1CCC(N2Cc3cccc(C(=O)N4CCN(C5CCCCC5)CC4)c3C2=O)CC1	i	i	i	i	i	i	42	i	-0.2	i	i
N=c1c2c(-c3ccccc3)c(-c3ccccc3)n(Cc3ccccc3)c2ncn1CCO	i	i	i	i	i	i	22	i	-2.4	i	i
CS(=O)(=O)n1nc(-c2ccco2)nc1N	i	i	i	i	i	i	37	i	1.1	i	i
COc1ccc(Cl)cc1NC(=S)Nc1ccccc1F	i	i	i	i	i	i	-24	i	0.1	i	i
CCCSc1nc2c(c(=O)[nH]c(=O)n2C)n1CC(O)COc1ccccc1 (configuration not stated)	i	i	i	i	i	i	13	i	-0.8	i	i
C#Cc1cccc(-n2nnc(C(=O)OC)c2-c2ccccc2)c1	i	i	i	i	i	i	27	i	-5.8	i	i
COc1ccc(-c2nc(-c3ccncc3)no2)cc1OC	i	i	i	i	i	i	21	i	3.3	i	i
O=S(=O)(c1ccccc1)n1ccc2cccnc21	i	i	i	i	i	i	13	i	-0.4	i	i
COc1cccc(CN(C)C(=O)c2ccc(NC(=O)CC3SC(N4CCCC4)=NC3=O)cc2)c1OC (configuration not stated)	i	i	i	i	i	i	19	i	-1.6	i	i
Cc1cc(Nc2ccccc2)nc(N2CCOCC2)n1	i	i	i	i	i	i	10	i	0.5	i	i
O=C(Nc1ccccc1C(=O)NCCCN1CCOCC1)c1cccc([N+](=O)[O-])c1	i	i	i	i	i	i	5	i	-0.2	i	i
CCc1cc2c3c(c1)C(C)CC(C)(C)N3C(=O)C2=O (configuration not stated)	i	i	i	i	i	i	18	i	0.1	i	i
O=C(O)C1CCCCC1C(=O)Nc1ccccc1F (configuration not stated)	i	i	i	i	i	i	12	i	-0.2	i	i
CC(=O)c1ccc(S(=O)(=O)N2CCC(c3nnc(SCCN4CCCC4)n3C)CC2)cc1	i	i	i	i	i	i	-1	i	-0.4	i	i
CC(=O)NC1C(c2nc3ccccc3s2)=C(c2ccccc2)C(=O)N1c1ccc(C)cc1 (configuration not stated)	i	i	i	i	i	i	13	i	1.0	i	i
S=C(Nc1ccccc1)N1CCCCCCC1	i	i	i	i	i	i	-6	i	1.5	i	i
S=C(NCCc1ccc(Cl)cc1)NCc1ccco1	i	i	i	i	i	i	-6	i	-0.2	i	i
COc1ccc(/C(C)=N/NC(=O)CNC(=O)c2ccncc2)c(OC)c1	i	i	i	i	i	i	6	i	-0.2	i	i
COc1ccc(C)cc1S(=O)(=O)NCCN1CCOCC1	i	i	i	i	i	i	2	i	0.1	i	i
CCOC(=O)c1ccc2c(c1)nc(C1CCN(S(=O)(=O)c3cccs3)CC1)n2CC	i	i	i	i	i	i	39	i	-0.3	i	i
Cc1cc(F)ccc1S(=O)(=O)N1CCCOC1CNC(=O)C(=O)NCc1ccncc1 (configuration not stated)	i	i	i	i	i	i	16	i	0.1	i	i
Next part.
SMILES	TRPC4 inh	MrgX1 antagonist	MrgX1 ag	MrgX1 allo act	TRPC6 inh	TRPC4 PAM	AI-2 QS mod	TRPC6 activator	HIF activator	PolyA inh	TRPC4 act
COc1ccc(CN2CCN(C(=O)c3cccc(OC)c3OC)CC2)cc1OC	i	i	i	i	i	i	13	i	-0.5	i	i
O=C(Nc1ccc(N2CCCCC2)cc1)c1ccccc1	i	i	i	i	i	i	5	i	4.6	i	i
CCOc1ccc(C(=S)N2CCCC2)cc1	i	i	i	i	i	i	4	i	1.9	i	i
CCN(CC)C(=O)Cn1c(=O)n(CC(=O)N2CCCCC2)c(=O)c2sccc21	i	i	i	i	i	i	2	i	0.7	i	i
Cc1ccc(C(=O)c2cc([N+](=O)[O-])ccc2N2CCOCC2)c(C)c1	i	i	i	i	-5.4*	i	19	i	0.4	i	i
C=CCC1CCCCC12NC(=O)NC2=O (configuration not stated)	i	i	i	i	i	i	10	i	0.6	i	i
Cc1ccc(S(=O)(=O)NC(C(=O)Oc2ccc3ccc(=O)oc3c2)c2ccccc2)cc1 (configuration not stated)	i	i	i	i	i	i	30	i	.	i	i
Cc1csc(=O)n1CC(=O)OCC(=O)c1c(N)n(CC(C)C)c(=O)n(C)c1=O	i	i	i	i	i	i	12	i	-0.2	i	i
COc1ccc(-c2ncncc2-c2ccccc2)c(O)c1	i	i	i	i	i	i	22	i	1.3	i	i
CSCCC(NC(=O)c1ccccc1Br)C(=O)NNC(=O)c1csc(N2CCOCC2)n1 (configuration not stated)	i	i	i	i	i	i	-2	i	0.2	i	i
Cc1sc2c(=O)n3c(nc2c1C(=O)NCCCN1CCOCC1)CCCCC3	i	i	i	i	i	i	19	i	-0.1	i	i
O=C(C1=C(O)C(=O)N(CCN2CCOCC2)C1c1ccc(F)cc1)c1cc2ccccc2o1 (configuration not stated)	i	i	i	i	i	i	0	i	.	i	i
CC(C)(C)NC(=O)C(c1ccccc1)N(C(=O)c1csnn1)C1CC1 (configuration not stated)	i	i	i	i	i	i	-2	i	0.3	i	i
Cc1ccnc(NC(c2ccsc2)c2ccc3ccc(C)nc3c2O)c1 (configuration not stated)	i	i	i	i	i	i	5	i	1.5	i	i
O=C(CCc1ccccc1)NC1CCCc2ccccc21 (configuration not stated)	i	i	i	i	-7.5*	i	-9	i	-0.4	i	i
CC(C)CC(=O)Nc1c2c(nn1-c1ccc(F)cc1)CS(=O)(=O)C2	i	i	i	i	i	i	11	i	1.7	i	i

Screening data as filed in PubChem.
